# CHRM4 agonist – CHRM4 agonism in calcium assay; CHO-K1 hM4/Gqi5, Fluo-8 calcium fluorescence; vehicle 0%, full acetylcholine response 100%; activation, % at 3 µM; P08173; hit rate 0.14% among 360,000;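 active means activation above the run mean over all test wells plus 3 SD, cut at about 32% in these data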;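 further: peak over basal fluorescence ratio per well then scaled between controls; 0% = DMSO wells and 100% = acetylcholine at EC100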
# Target sequence (P08173 whole entry, looked up): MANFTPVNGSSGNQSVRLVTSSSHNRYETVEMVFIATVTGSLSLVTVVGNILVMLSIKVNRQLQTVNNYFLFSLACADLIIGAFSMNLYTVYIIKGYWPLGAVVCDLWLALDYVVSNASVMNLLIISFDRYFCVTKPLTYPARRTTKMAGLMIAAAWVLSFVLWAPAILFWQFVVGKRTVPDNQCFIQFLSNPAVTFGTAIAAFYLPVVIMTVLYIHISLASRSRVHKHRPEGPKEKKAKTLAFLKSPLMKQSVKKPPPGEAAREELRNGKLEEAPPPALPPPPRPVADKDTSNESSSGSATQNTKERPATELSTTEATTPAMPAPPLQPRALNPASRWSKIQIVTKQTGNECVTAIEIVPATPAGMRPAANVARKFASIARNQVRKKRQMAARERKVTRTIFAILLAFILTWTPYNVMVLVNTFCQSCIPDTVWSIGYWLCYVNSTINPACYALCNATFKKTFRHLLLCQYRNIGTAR
# M4 PAM – positive allosteric modulators of human muscarinic M4 receptor; AID 624126; hit rate 0.4% among 360,000; P08173; activation, % at 3 µM; CHO-K1 hM4/Gqi5, Fluo-8 calcium fluorescence, ACh EC20; 0% = ACh EC20, 100% = maximal ACh;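 active means activation above its plate's cutoff, the mean activation of sample wells plus 3 SD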; further: some results filed as inactive read as strong as hits
# M5 antag – blocks acetylcholine activation of human M5 receptor | inhibition, % at 3 µM | P08912 | hit rate 0.59% among 360,000 | CHO-hM5 cells, Fluo-8 calcium fluorescence, ACh EC80;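 active means inhibition above a per-plate cutoff, the mean of that plate's test compounds plus 3 SD, cut at about 27% in these data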;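 further: 0% = acetylcholine EC80 with DMSO and 100% = DMSO without agonist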
# Target sequence (P08912 whole entry, looked up): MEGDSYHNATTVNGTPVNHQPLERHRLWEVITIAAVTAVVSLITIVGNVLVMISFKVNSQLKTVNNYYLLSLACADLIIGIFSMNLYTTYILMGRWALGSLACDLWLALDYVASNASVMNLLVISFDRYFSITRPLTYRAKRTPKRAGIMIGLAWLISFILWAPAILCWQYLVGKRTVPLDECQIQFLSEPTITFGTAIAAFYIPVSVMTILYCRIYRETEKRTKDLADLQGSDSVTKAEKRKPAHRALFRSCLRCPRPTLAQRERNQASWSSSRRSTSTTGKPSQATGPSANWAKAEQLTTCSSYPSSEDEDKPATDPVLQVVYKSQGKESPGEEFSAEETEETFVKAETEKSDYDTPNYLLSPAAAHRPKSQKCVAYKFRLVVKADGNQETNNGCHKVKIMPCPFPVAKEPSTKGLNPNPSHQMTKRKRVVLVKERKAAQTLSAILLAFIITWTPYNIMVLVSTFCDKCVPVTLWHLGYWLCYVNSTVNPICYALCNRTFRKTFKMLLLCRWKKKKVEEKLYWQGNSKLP
# IDE cell inh – inhibitors of human insulin-degrading enzyme in cells; P14735; HEK cells, FAbetaB cleavage, fluorescence polarization; inhibition, % at 5.59 µM; hit rate 0.41% among 320,000; AID 434962;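 active means percent inhibition above the average of all tested compounds plus 3 SD, set per screening campaign, cut at about 16% in these data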;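 further: IDE supplied by intact live HEK cells; FP after avidin binding of uncleaved biotin substrate so inhibition keeps polarization high; 0% = DMSO wells and 100% = 60 µM reference IDE inhibitor Ii1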
# CHRM5 agonist – agonists of human muscarinic M5 receptor (CHRM5). P08912. CHO-K1 hM5 cells, Fluo-8 calcium fluorescence; 0% DMSO wells, 100% maximal acetylcholine response. activation, % at 3 µM. hit rate 0.19% among 360,000;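 active means activation above the run's mean over test compounds plus 3 SD, cut at about 23% in these data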;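 further: signal is peak over basal fluorescence ratio across the kinetic read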
# CRFR2-BP antag – CRF-BP/CRF-R2 complex antagonism; HEK293 CRF-R2/CRF-BP, CRF-induced calcium fluorescence; hit rate 0.59% among 350,000; inhibition, % at 11.8 µM;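 active means inhibition of the ligand-induced calcium signal above about 50% at the single tested concentration, limit read from the data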
# CHRM5 PAM – potentiates acetylcholine response at human M5 receptor. activation, % at 3 µM. hit rate 0.3% among 360,000. CHO-K1 hM5, Fluo-8 calcium, ACh EC20 PAM; 0% = ACh EC20, 100% = ACh EC100;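 active means activation above the run cutoff, the mean activation of all test compounds plus 3 SD, cut at about 18% in these data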
#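 Probe or stimulus: acetylcholine, EC20 level; Assay system: human M5 receptor in CHO-K1 cells; Schedule: compound preincubation 140 s before EC20 acetylcholine addition; Technique: intracellular calcium via Fluo-8 fluorescence; Dosing: single-point, 3 µM nominal; Read-out basis: percent activation from peak-over-basal fluorescence ratio, scaled EC20-to-EC100 acetylcholine; Repeats: one well per compound, no replicates.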
# CHRM4 antagonist – antagonists of human muscarinic M4 receptor (CHRM4) | P08173 | CHO-hM4 cells, ACh EC80, Fluo-8 calcium fluorescence | inhibition, % at 3 µM | hit rate 0.73% among 360,000 | AID 624125;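 active means inhibition above its plate's cutoff, the mean inhibition of sample wells plus 3 SD, cut at about 27% in these data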;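 further: 0% = acetylcholine EC80 with DMSO and 100% = DMSO without agonist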
# CRFR2-BP ag – CRF-BP/CRF-R2 complex agonism; HEK293 CRF-R2/CRF-BP, calcium dye fluorescence (FLIPR); percent of saturating CRF peptide response; activation, % at 13.2 µM; hit rate 0.46% among 350,000; AID 588473;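 active means activation of at least 50%, plus an integration ratio under a set limit after plate pattern correction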;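 further: plate controls were neutral control wells without compound for no effect and CRF at EC100 for full effect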
# Starred values were filed as active, the others as inactive; . = not tested or not shown.
structure	CHRM4 agonist	M4 PAM	M5 antag	IDE cell inh	CHRM5 agonist	CRFR2-BP antag	CHRM5 PAM	CHRM4 antagonist	CRFR2-BP ag
Nc1nonc1-n1nnc(C(=O)N/N=C/c2cccc(Cl)c2)c1CN1CCCC1	0	-1	2	-3	0	-1	-13	8	-1.1
C=C(C)COc1ccc2c(c1)CCC1C2CCC2(C)C(=O)C(=NO)CC12 (stereo unspecified)	0	4	5	.	2	-27	6	-12	7.4
O=C1/C(=C/c2ccc(Cl)cc2)NC(=S)N1Cc1cccnc1	15	-10	8	1	7	-5	-4	3	11
CCOC(=O)C1=C(C)Nc2ccccc2N/C1=N\S(=O)(=O)c1cccc(Cl)c1	6	-1	10	2	3	9	-4	7	-0.4
O=C(OCC(=O)N1CCCC1)c1cccc(Br)c1	2	-4	0	4	-2	-3	9	0	0.2
COc1ccc(-n2c(Cc3cccn3C)nnc2SCC(=O)Nc2ccc(C)c(Cl)c2)cc1	0	-4	-2	-1	0	9	-2	-1	-1.3
O=C(c1ccc(NS(=O)(=O)c2ccccc2)cc1)N1CCN(Cc2ccc3c(c2)OCO3)CC1	5	-1	4	-3	-2	-2	-11	-1	0.3
CCc1nc(Nc2ccc(N3CCN(C(C)=O)CC3)cc2)c2oc3ccccc3c2n1	10	3	5	3	4	24	-16	4	-1.2
Nc1nc2c(nc(SCc3ccccc3Br)n2[C@@H]2O[C@H](CO)[C@@H](O)[C@H]2O)c(=O)[nH]1	0	5	-3	.	-5	-2	3	-12	-0.2
CC(C)OCCCN(C)C1CCN(S(=O)(=O)c2ccc(-c3ccc(=O)[nH]n3)s2)CC1	0	-8	5	-6	-8	10	2	-6	-0.8
Cc1cc(Cl)ccc1N(CC(=O)NCc1ccc2c(c1)OCO2)S(C)(=O)=O	2	4	4	6	-2	-1	3	-1	-1.3
O=C(Nc1cnn(Cc2ccc(Cl)c(Cl)c2)c1)C12CC3CC(CC(C3)C1)C2	-1	-1	-7	5	-1	-19	-1	-1	1.9
O=C(NCCN1CCN(c2cccc(Cl)c2)CC1)Nc1ccccc1	5	-13	1	3	-4	6	-7	2	-3.5
CCCCn1c2ccc(C)cc2c2nnc(SCCN3CCCCC3)nc21	5	-12	6	.	-6	-7	-1	2	-5.0
COc1ccc2c(C(F)(F)F)cc(=O)oc2c1C	0	-2	7	12	-2	-1	-1	9	0.0
CCn1c(SCC(=O)Nc2nc(C)cs2)nnc1-c1ccco1	1	-1	3	10	2	-3	-6	4	-1.3
Cn1[nH]c(=O)c(Cl)c(Cl)c1=O	0	-1	1	-3	1	4	-3	-6	-1.4
O=C(NCCOc1ccc2ccccc2c1)c1cncc(Br)c1	6	0	-1	4	-1	-9	1	-3	12
CCN(C[C@H]1N[C@@](Cc2ccccc2)(C(=O)OC)[C@H]2C(=O)N(C)C(=O)[C@@H]12)S(=O)(=O)c1ccccc1	12	-3	-16	2	2	-15	-4	-19	0.5
Cc1c(C(=O)Nc2ccc3c(c2)OCO3)sc2nc(-c3ccccc3)cn12	8	0	4	11	7	-43	-7	-2	-1.3
O=C(NN1C(=O)CSC1=S)c1cccnc1	7	-1	15	-1	13	77*	2	-3	-1.6
O=C(NNC(=O)c1cccc(-n2cnnn2)c1)c1ccccc1	1	1	0	-9	2	-3	3	-8	-1.5
COc1cccc(CNC(=O)c2ccc(NC3=NC4CS(=O)(=O)CC4S3)cc2)c1 (stereo unspecified)	1	1	8	3	-2	1	-3	-1	-1.1
c1coc(CNc2c3c(nc4ncnn24)CCC3)c1	1	-4	5	4	2	9	-1	2	-2.0
COc1ccc(S(=O)(=O)N2CCCCC2C(=O)O)cc1OC (stereo unspecified)	1	0	-2	-5	-3	-9	21*	3	-0.7
NS(=O)(=O)c1ccc(CCNC(=O)COC(=O)CCSc2ccc(Cl)cc2)cc1	7	-3	7	2	4	15	-14	8	0.1
O=C(CN1C(=O)C2CC=CCC2C1=O)OCc1cc(=O)n2cc(Br)ccc2n1 (stereo unspecified)	2	-6	12	-3	-2	2	-1	4	-0.6
COc1cc(C(=O)Nc2cccc(C(C)=O)c2)cc(OC)c1OC	5	-2	5	-1	3	-5	0	-1	-2.6
CCOC(=O)c1cc2n(c1N)-c1ccccc1C2=O	1	-7	0	2	0	-14	-1	6	4.9
Cc1onc(-c2ccccc2)c1-c1csc(COc2ccccc2)n1	-1	-5	7	4	0	14	0	-5	3.8
c1ccc(-n2nnnc2-n2nnc3ccccc32)cc1	0	0	6	5	-7	7	-5	-1	-1.3
O=C(CN1CCN(S(=O)(=O)c2ccccc2)CC1)Nc1ccc2c(c1)OCO2	2	1	-4	7	-6	5	-2	-8	-1.1
COc1ccc(OC)c(CN2CCN(C(=O)c3ccc(NS(=O)(=O)c4cccc([N+](=O)[O-])c4)cc3)CC2)c1	3	1	4	2	-3	18	-2	-7	-2.2
CCOc1cnc(-c2c(-c3c(Cl)cccc3Cl)noc2C)o1	-1	-12	11	0	-11	37	-12	-2	-5.1
CCOc1ccc2[nH]c(=O)c(CN(Cc3cccnc3)C(=O)Nc3ccccc3OC)cc2c1	3	19	0	0	-3	-9	2	-2	-0.3
CCCCSc1nc2c(cnn2-c2ccccc2)c(=O)n1N	5	3	8	-6	-1	-6	-3	-11	0.1
Cc1ccc(C(=O)Nc2ccc(N3CCN(C)CC3)cc2)c(Cl)c1	0	2	16	4	-19	9	3	1	0.3
O=C(Nc1ccc2c(c1)OCO2)c1ccc(COc2ccc3c(c2)CCC3)o1	-3	-6	9	3	-3	45	-6	-7	-2.7
CCC(C)NS(=O)(=O)c1ccc(NC(=O)c2ccc([N+](=O)[O-])cc2Cl)cc1 (stereo unspecified)	1	3	9	5	0	11	1	-1	0.2
Cc1ccc(CC(=O)NCC(c2ccco2)N(C)C)cc1C (stereo unspecified)	1	-6	2	1	-4	7	-8	-7	-1.4
CSc1ccccc1C(=O)NC1CC2CCC1C2 (stereo unspecified)	0	13	8	1	-4	-18	0	-5	-0.5
Nc1cccc2nc3ccccc3cc12	1	-1	6	3	0	3	-1	3	2.0
Cc1nn(-c2ccccc2)c2nc(-c3ccccc3)cc(C(=O)N3CCOCC3)c12	3	-6	-1	3	-6	-12	5	-1	-5.3
COc1ccc(NC(=O)c2cc(-c3ccccn3)nc3ccccc23)cc1S(=O)(=O)N(C)C	21	-13	15	-1	3	6	-30	6	1.8
COC(=O)[C@]12CCCCC=C1N(CCc1ccc(OC)c(OC)c1)C(=O)[C@H](CC(=O)NCC1CCCCC1)C2	19	-8	-3	.	7	.	-3	-10	.

# Reprinted at random: 6 entries already listed
structure	CHRM4 agonist	M4 PAM	M5 antag	IDE cell inh	CHRM5 agonist	CRFR2-BP antag	CHRM5 PAM	CHRM4 antagonist	CRFR2-BP ag
O=C(Nc1ccc2c(c1)OCO2)c1ccc(COc2ccc3c(c2)CCC3)o1	-3	-6	9	3	-3	45	-6	-7	-2.7
CCOc1ccc2[nH]c(=O)c(CN(Cc3cccnc3)C(=O)Nc3ccccc3OC)cc2c1	3	19	0	0	-3	-9	2	-2	-0.3
CCC(C)NS(=O)(=O)c1ccc(NC(=O)c2ccc([N+](=O)[O-])cc2Cl)cc1 (stereo unspecified)	1	3	9	5	0	11	1	-1	0.2
Cc1ccc(C(=O)Nc2ccc(N3CCN(C)CC3)cc2)c(Cl)c1	0	2	16	4	-19	9	3	1	0.3
CCOc1cnc(-c2c(-c3c(Cl)cccc3Cl)noc2C)o1	-1	-12	11	0	-11	37	-12	-2	-5.1
CSc1ccccc1C(=O)NC1CC2CCC1C2 (stereo unspecified)	0	13	8	1	-4	-18	0	-5	-0.5

# Some values from the entries so far.
# For IDE cell inh, O=C(CN1CCN(S(=O)(=O)c2ccccc2)CC1)Nc1ccc2c(c1)OCO2 is entered as 7
# For CHRM5 PAM, c1ccc(-n2nnnc2-n2nnc3ccccc32)cc1 is entered as -5
# For CHRM4 antagonist, Cc1ccc(CC(=O)NCC(c2ccco2)N(C)C)cc1C (stereo unspecified) is entered as -7
# For M5 antag, COC(=O)[C@]12CCCCC=C1N(CCc1ccc(OC)c(OC)c1)C(=O)[C@H](CC(=O)NCC1CCCCC1)C2 is entered as -3
# For CRFR2-BP antag, O=C(Nc1ccc2c(c1)OCO2)c1ccc(COc2ccc3c(c2)CCC3)o1 is entered as 45

# More structures.
structure	CHRM4 agonist	M4 PAM	M5 antag	IDE cell inh	CHRM5 agonist	CRFR2-BP antag	CHRM5 PAM	CHRM4 antagonist	CRFR2-BP ag
Cn1ccnc1SCC(=O)c1ccc(F)cc1	0	-4	14	-1	-7	10	-6	5	-2.0
CC1=C/C(=C(\c2cc(C)c(O)c(Br)c2)c2ccccc2S(=O)(=O)O)C=C(Br)C1=O	1	-2	10	2	-2	7	9	12	4.2
COc1ccc(CC(=O)Nc2ccc(-c3noc(-c4ccc(Cl)cc4)n3)cc2)cc1	2	4	-2	0	1	1	5	-3	0.2
CCOC(=O)C1=CCC2C(=O)N(CC)C(=O)C12 (stereo unspecified)	0	-1	2	.	-1	.	0	3	.
CN1C2C=C3C(C#N)=C(N)C(C#N)(C#N)[C@H](c4c(F)cccc4F)[C@H]3C1CC2 (stereo partly specified)	4	-6	4	2	-7	32	-9	-1	21
C[C@H](NC(=O)c1nc[nH]c1C(=O)NCc1ccccc1)c1ccccc1	5	2	-3	7	1	-5	8	-7	0.6
O=C(CNC(=O)c1ccc(Cl)cc1)OCCCOC(=O)CNC(=O)c1ccc(Cl)cc1	11	2	0	-1	0	3	-3	-15	-14
Cn1cc(CC(=O)NCCN2CCOCC2)c2ccccc21	1	0	2	-4	-3	5	-3	-3	-0.8
O=C(Nc1nnc(SCc2cccc3ccccc23)s1)C1COc2ccccc2O1 (stereo unspecified)	1	-7	4	-2	-1	-64	-3	10	-2.7
CC1CCN(C(=O)COC(=O)CSc2ccc(C(N)=O)cc2[N+](=O)[O-])CC1	4	-2	7	-4	0	23	-5	-7	-1.0
COc1ccc(C2CC(c3cccs3)=NN2C(=O)CCC(=O)O)cc1OC (stereo unspecified)	0	-4	0	-2	2	10	4	-4	1.9
Cc1c(C(=O)NCc2cccs2)oc2ccc(S(=O)(=O)N3CCOCC3)cc12	16	-4	11	2	3	-10	-12	1	-0.3
CCC(=O)N1CCc2cc(Br)cc(S(=O)(=O)NCc3ccccc3OC)c21	1	8	-3	0	-3	9	-2	-30	-0.5

# For convenience, two of the compounds above.
structure	CHRM4 agonist	M4 PAM	M5 antag	IDE cell inh	CHRM5 agonist	CRFR2-BP antag	CHRM5 PAM	CHRM4 antagonist	CRFR2-BP ag
CC1=C/C(=C(\c2cc(C)c(O)c(Br)c2)c2ccccc2S(=O)(=O)O)C=C(Br)C1=O	1	-2	10	2	-2	7	9	12	4.2
COc1ccc(CC(=O)Nc2ccc(-c3noc(-c4ccc(Cl)cc4)n3)cc2)cc1	2	4	-2	0	1	1	5	-3	0.2

# Compound activity as filed in PubChem.
